Screening data deposited in PubChem BioAssay by several laboratories.
Rtt109 Vps75: C. albicans Rtt109 histone acetyltransferase inhibition | Q5AAJ8 | purified Rtt109/Vps75, ThioGlo CoA-SH fluorescence, 4 h | inhibition, % at 34.9 µM | 330,000 tested, 0.16% active;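 active means inhibition of at least 50% in every replicate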
PvdQ acylase: blocks Pseudomonas aeruginosa PvdQ acylase activity. inhibition, % at 10 µM. 340,000 tested, 0.063% active. AID 488965. purified PvdQ acylase, fluorescence plate reader; in the data active means inhibition above about 30%, passing the limit was not always enough;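 further: 0% = vehicle neutral wells and 100% = reference inhibitor wells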
RTF Ca sens act: increases calcium sensitivity of human cardiac regulated thin filaments | P19429+P45379 | IANBD-labeled TnC RTF fluorescence at EC20 calcium; 0% EC20 calcium, 100% full calcium | activation, % at 7.2 µM | 340,000 tested, 0.24% active | AID 493008;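 active means activation above the mean over all tested compounds plus 3 SD, cut at about 30% in these data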;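 further: rise in fluorescence read as greater calcium sensitivity of cardiac thin filaments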
CDK5 p35 inh: CDK5/p35 (human) kinase inhibition | 330,000 tested, 0.01% active | inhibition, % at 10 µM | Recombinant CDK5/p35, ADP-Glo luminescence, 60 min | Q00535+Q15078;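 active means highest replicate inhibition of at least 50% and at least 75% of replicates reaching 50%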;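 further: plate controls were DMSO neutral control for no effect and GW8510 at 10 µM for full effect; many of its hits are not listed in these tables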
Target sequence (Q00535 whole entry, looked up): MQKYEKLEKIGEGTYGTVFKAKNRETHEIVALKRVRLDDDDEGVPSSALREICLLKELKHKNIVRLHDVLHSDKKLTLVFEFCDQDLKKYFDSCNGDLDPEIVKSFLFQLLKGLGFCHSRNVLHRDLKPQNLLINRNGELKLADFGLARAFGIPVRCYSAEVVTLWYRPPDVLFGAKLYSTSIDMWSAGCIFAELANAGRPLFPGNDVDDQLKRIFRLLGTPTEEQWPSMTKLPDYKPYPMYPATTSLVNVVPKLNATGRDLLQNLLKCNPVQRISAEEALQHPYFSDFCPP
Target sequence (Q15078 whole entry, looked up): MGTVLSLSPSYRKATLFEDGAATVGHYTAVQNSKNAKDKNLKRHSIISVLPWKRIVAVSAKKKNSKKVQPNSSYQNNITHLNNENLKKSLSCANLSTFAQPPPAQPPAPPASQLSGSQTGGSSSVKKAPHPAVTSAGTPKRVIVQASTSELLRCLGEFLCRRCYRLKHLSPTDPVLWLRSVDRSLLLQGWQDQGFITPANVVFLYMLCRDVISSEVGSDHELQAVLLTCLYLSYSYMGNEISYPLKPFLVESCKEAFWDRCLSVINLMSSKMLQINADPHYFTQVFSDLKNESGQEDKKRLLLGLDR
Keap1-Nrf2 PPI: disrupts human Keap1 binding to Nrf2 peptide; Q14145; Keap1 Kelch-Nrf2 peptide fluorescence polarization, 1536-well; inhibition, % at 9.4 µM; 340,000 tested, 0.15% active; AID 504523; in the data active means inhibition above about 12%;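 further: human Keap1 Kelch domain with fluorescein labeled Nrf2 9mer peptide probe; 0% = neutral control wells and 100% = peptide positive control; higher means more block of Keap1 binding to Nrf2 peptide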
Cardiac RTF inh: cardiac RTF calcium desensitization. 340,000 tested, 0.12% active. AID 493244. IANBD-labeled cardiac RTF, Ca2+ fluorescence. inhibition, % at 7.15 µM;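 active means inhibition above the mean inhibition of all tested compounds plus 3 SD, cut at about 17% in these data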;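 further: assay run at fixed EC70 calcium of 1.6 mM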
LANA DNA inh: inhibitors of KSHV LANA C-terminal domain DNA binding; MBP-C-LANA/FAM-LBS DNA binding, fluorescence polarization; inhibition, % at 9 µM; 340,000 tested, 0.078% active; AID 504423;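 active means highest replicate inhibition at or above 60% at 9 µM, even if other replicates fall short; inactive means all replicates below 60% inhibition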;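 further: 0% = neutral control wells and 100% = 4 µM acridine orange control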
dFosB activator: enhances mouse delta FosB homodimer DNA binding | P13346 | purified delta FosB, TAMRA-CDK5 oligo fluorescence polarization; percent of positive-control signal above neutral wells | activation, % at 25 µM | 340,000 tested, 0.99% active;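 active means mean activation above about 17%, with every replicate also reaching it, limit read from the data, passing the limit was not always enough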;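 further: fluorescence polarization rise as delta FosB binds a TAMRA Cdk5 AP-1 oligo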
Target sequence (P13346 whole entry, looked up): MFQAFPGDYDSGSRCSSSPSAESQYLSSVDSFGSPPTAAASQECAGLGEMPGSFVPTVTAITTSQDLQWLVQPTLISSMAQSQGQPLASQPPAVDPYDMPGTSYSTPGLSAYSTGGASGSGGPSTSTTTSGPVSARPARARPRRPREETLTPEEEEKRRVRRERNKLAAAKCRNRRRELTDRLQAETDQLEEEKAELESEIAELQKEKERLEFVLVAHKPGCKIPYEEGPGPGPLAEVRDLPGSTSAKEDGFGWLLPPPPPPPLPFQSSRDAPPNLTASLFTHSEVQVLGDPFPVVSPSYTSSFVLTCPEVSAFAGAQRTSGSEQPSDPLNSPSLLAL
PfHsp90 yeast 2: growth inhibition of yeast expressing Plasmodium Hsp90. S. cerevisiae expressing PfHsp90, BacTiter-Glo ATP, 48 h; yeast lacking PDR1 and PDR3 efflux regulators. 310,000 tested, 0.32% active. inhibition, % at 9.4 µM;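 active means every replicate shows inhibition above about 80%, whatever the replicate mean, limit read from the data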;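 further: 0% = DMSO neutral controls and 100% = 20 µM radicicol positive controls; yeast relying on Plasmodium falciparum Hsp90 in place of its own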
NSD2 inh: NSD2 (human) methyltransferase inhibition | O96028 | NSD2 peptide methylation, AlphaScreen, 120 min | 310,000 tested, 0.54% active | inhibition, % at 12.5 µM; in the data active means inhibition above about 50%
Mot1-301 SUMO: inhibitors of SUMOylation pathway: yeast Mot1-301 growth rescue | 320,000 tested, 1% active | S. cerevisiae Mot1-301 growth rescue, ATP luminescence, 38.5C; percent above DMSO median, 100 means doubled | growth rescue, % at 18.8 µM | AID 2716;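 active means every valid replicate shows activation above 250% relative to neutral control wells; inactive means the rest, any valid replicate at or below 250%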;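 further: OY570 slx delta 5 strain wells were the positive control but not used for scaling; some compounds called inactive have numbers as strong as hits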
The depositor's hits bear a star; · = not tested or not shown.

SMILES	Rtt109 Vps75	PvdQ acylase	RTF Ca sens act	CDK5 p35 inh	Keap1-Nrf2 PPI	Cardiac RTF inh	LANA DNA inh	dFosB activator	PfHsp90 yeast 2	NSD2 inh	Mot1-301 SUMO
CCCNC(=O)c1nnsc1Sc1ccc(Cl)cc1	-1	-6	-1	0.0	0	-11	0.8	-1	8	-5	13
CCOC(=O)c1c(N)sc(C(=O)Nc2ccccc2)c1C	0	6	-1	1.5	-5	2	1.3	-8	46	1	-20
CC(=O)c1cccc(NC(=O)CCn2c(=S)oc3ccccc32)c1	-2	1	-6	0.6	-4	2	-1.1	1	6	23	-4
COc1ccc(CC(=O)NC(=S)Nc2ccc(S(N)(=O)=O)cc2)cc1	4	-2	3	0.5	0	10	0.4	-5	3	-1	6
COC(=O)[C@H](CC(C)C)N(Cc1ccccc1)S(=O)(=O)N(Cc1ccccc1)[C@@H](CC(C)C)C(=O)OC	4	-8	5	-0.9	0	-13	-1.6	-6	1	·	20
CN1CCN(c2ccc([N+](=O)[O-])cc2NC(=O)c2ccccc2)CC1	3	0	-5	-1.0	-5	0	0.3	5	·	14	-16
CCOC(=O)c1sc(=S)n2c1[nH]c(=O)c1ccc(C(=O)OC)cc12	-13	1	-4	0.5	1	0	0.5	-5	-12	7	·
CCOc1ccc(C2NC(=O)CCC2[N+](=O)[O-])cc1 (configuration not stated)	7	-2	15	-3.5	-3	1	-0.6	-3	-8	-2	32
CCc1ccc(Nc2n[n+](-c3ccccc3)c(-c3cccc(Cl)c3Cl)s2)cc1	1	-5	4	0.1	5	-28	-0.4	-6	-14	·	-1
O=C(NCCCCc1ccccc1)c1cccc(NC(=O)C2CCC2)c1	2	10	2	0.2	-2	-7	-0.6	-2	10	·	·
CCN1CCN(/C=N/c2nc(C)cs2)CC1	2	-2	1	-0.1	-4	4	0.2	1	-24	-1	-9
CC(=O)c1cccc(NC(=O)N[C@@H](CC(C)C)C(=O)O)c1	12	-2	0	-0.7	-5	-6	-2.9	-3	-39	2	79
O=C(NNC(=O)c1ccc(Cl)cc1Cl)c1csc(-c2cccnc2)n1	2	-2	3	0.3	3	-6	0.7	-5	9	-3	9
c1ccc(C[C@H]2CN=C(Nc3ccccc3)N2CC2CCCCCC2)cc1	0	7	-6	-2.1	-3	10	-0.6	-3	8	·	-15
Cc1ccc(N=C(c2cccs2)N2CCOCC2)cc1	-4	-12	1	-4.3	-8	-9	-2.7	0	-2	1	326
Cc1ccc(-c2nc3sc4c(c3c(=O)n2N)CC(C)(C)OC4)cc1	-5	-12	5	0.5	5	-7	-2.2	3	·	1	11
O=Cc1ccc2ccc3cccnc3c2n1	7	-7	-2	2.6	-5	-8	0.1	-6	6	-2	-6
COc1cc(-c2nc3cccc(C)n3c2NCC2CCCO2)ccc1O (configuration not stated)	-49	-8	1	1.4	-1	-5	0.9	-3	-43	-1	-17
CC1CCCCC12NC(=O)N(CC(=O)NNC(=O)c1ccc(Br)cc1)C2=O (configuration not stated)	-3	3	-1	-1.1	-5	3	0.8	-5	0	36	-6
Cc1ccc(C(C)(C)C)cc1S(=O)(=O)Nc1cccc(C(=O)N2CCN(c3ccccn3)CC2)c1	3	1	-5	-0.3	-6	-8	2.1	-11	·	2	·
CCc1ccc(Nc2nc(C)cc(C)n2)cc1	2	-11	7	1.0	-7	-10	2.4	-3	-28	-4	2
Cc1cccc(NC(=O)c2ccc([N+](=O)[O-])o2)n1	-1	9	0	-0.4	-2	17	-0.6	-5	·	1	-4
COc1ccc(S(=O)(=O)N2CCCCC2)cc1NC(=O)CCc1nc2ccccc2c(=O)[nH]1	0	-12	2	0.6	-1	0	-0.2	-14	-6	-2	-14
Nc1nc(NCc2ccco2)nc(N2CCCCC2)c1[N+](=O)[O-]	5	-6	3	0.4	-5	-15	-5.4	-12	1	7	-11

Sorted by the number under LANA DNA inh (highest first): 3 from the list above
molecule	Rtt109 Vps75	PvdQ acylase	RTF Ca sens act	CDK5 p35 inh	Keap1-Nrf2 PPI	LANA DNA inh	dFosB activator	NSD2 inh	Mot1-301 SUMO
CCc1ccc(Nc2nc(C)cc(C)n2)cc1	2	-11	7	1.0	-7	2.4	-3	-4	2
Cc1ccc(C(C)(C)C)cc1S(=O)(=O)Nc1cccc(C(=O)N2CCN(c3ccccn3)CC2)c1	3	1	-5	-0.3	-6	2.1	-11	2	·
O=C(NNC(=O)c1ccc(Cl)cc1Cl)c1csc(-c2cccnc2)n1	2	-2	3	0.3	3	0.7	-5	-3	9

Remaining list, next part:
SMILES	Rtt109 Vps75	PvdQ acylase	RTF Ca sens act	CDK5 p35 inh	Keap1-Nrf2 PPI	Cardiac RTF inh	LANA DNA inh	dFosB activator	PfHsp90 yeast 2	NSD2 inh	Mot1-301 SUMO
C(/C=C/C=C/Nc1ccccc1)=Nc1ccccc1	0	-10	2	-3.5	-4	-2	-0.4	-4	9	1	42
CCOC(=O)c1c(C)nc(-c2ccccc2)nc1NC(=O)CC	17	8	1	-0.4	0	-1	-0.1	-9	26	-1	3
Cc1ccc(COC(=O)c2cccc(S(=O)(=O)N3CCCCC3)c2)cc1	6	2	3	-0.7	3	-1	-0.4	-6	·	-1	·
COc1ccc(-c2cc3nc4c(c(=O)n3[nH]2)CCC4)cc1	-11	5	6	-2.2	-3	9	-2.0	3	·	-1	-31
Cn1c(SCc2cccc(Cl)c2)nc(C(F)(F)F)cc1=O	-6	-13	5	0.0	0	4	0.6	-1	7	3	22
NC(=S)NNc1cccc2cccnc12	9	7	1	1.0	-7	-8	0.5	-10	-2	5	97
Cc1cc(C)cc(NC(=O)CSc2nnc(-c3cc(C)[nH]n3)n2N)c1	2	5	-3	0.7	-2	4	-0.9	14	-5	-1	106
CCCCN1CC(=O)N2[C@H]3c4ccc(OC)cc4OC[C@@H]3[C@H](c3ccccc3)[C@]2(C)C1=O	3	-9	-6	3.3	-3	-11	1.0	-1	17	·	15
CC(=O)OCC[n+]1c(C)n(-c2ccccc2)c2ccc(Cl)cc21	1	-5	-2	0.7	-3	-4	0.4	-7	7	1	-13
Cc1ccc(S(=O)(=O)NCCC(=O)OCc2ccc([N+](=O)[O-])cc2)cc1C	24	5	-2	1.1	-2	-17	0.3	-11	-7	8	41
COc1ccc(-c2noc(CCC(=O)NCC3CCCO3)n2)cc1 (configuration not stated)	12	-1	2	-0.5	0	4	-3.4	2	1	0	-4
COC(=O)c1ccc(C)c(NS(=O)(=O)c2ccc(C)c([N+](=O)[O-])c2)c1	1	-4	-1	0.8	2	-4	0.6	-5	26	5	-5
Cc1ccc(C2=NN(C3=NN=C(N)Cc4ncnn43)C(O)(C(F)(F)F)C2)cc1 (configuration not stated)	-7	-21	2	1.7	-2	-25	-0.4	-11	12	·	10
Cc1cccc(C)c1NC(=O)Nc1ccccc1-n1ccnc1	·	0	-3	1.6	6	1	0.5	7	-3	-1	-4
O=C(c1ccco1)N1CCN(Cc2cc(=O)c(OCc3ccccc3Cl)co2)CC1	1	-11	-5	0.3	-4	-4	0.3	-4	·	2	6
O=C(CSc1nc2cc(C(F)(F)F)ccc2n1Cc1ccccc1)NC1CCS(=O)(=O)C1 (configuration not stated)	10	-9	3	-1.9	2	5	-0.3	-1	11	-1	-14
N#Cc1nc(-c2cccs2)oc1NCCCN1CCOCC1	2	2	-1	1.7	2	-2	0.6	-1	-6	-2	-1
CCOc1cc(/C=N/O)ccc1OCc1ccc(F)cc1	0	1	-1	-1.0	3	10	-0.1	-4	-5	-2	3
CCOC(=O)C1(CC2CC2)CCN(Cc2cc(Cl)c(O)c(OC)c2)CC1	8	-7	-3	-2.0	0	0	-0.1	-10	0	5	2
Cc1nn2c(-c3ccc(Cl)cc3)ccnc2c1-c1ccccc1	-1	-8	3	1.8	-6	-12	-0.1	-3	·	·	·
O=C(Nc1ccc2oc(-c3ccccc3F)nc2c1)c1ccco1	-5	-5	-5	-1.7	-2	5	-0.7	-27	29	2	74
Cc1ccc(NC(=O)CN2C(=O)NC3(CCCC3)C2=O)c(Cl)c1	3	-4	-1	-3.0	-2	3	1.4	-1	-23	-1	24
CN(Cc1cccc(F)c1)C(=O)c1ccccc1Sc1ccccc1C#N	30	3	-4	-0.4	0	-5	1.2	-5	1	-3	-17
O=C(Nc1ccccc1)[C@@H]1CCCN1S(=O)(=O)c1ccc(Cl)cc1	-12	-13	1	-0.2	-3	5	2.2	-3	·	-1	28
Cc1c(C)n2c(SCC(=O)N3CCN(c4ccccc4)CC3)nnc2[nH]c1=O	-5	-17	-3	1.4	-2	-3	0.2	-3	-22	-1	-11
CCn1c(N2CCN(S(=O)(=O)c3ccc(Cl)cc3)CC2)nc2ccccc21	-3	-12	0	-1.2	-2	-3	-2.0	-3	29	-5	11
c1ccc(OCCCn2nnc(-c3ccncc3)n2)cc1	-1	-13	-2	-1.7	-3	1	-1.2	-5	-2	0	3
CC1(C)CC(=O)C2=C(C1)OC(N)=C(C#N)C2c1ccccc1 (configuration not stated)	-1	-10	2	2.3	-1	-5	0.3	-4	37	-2	11
Cn1c(CSc2ncn[nH]2)nc2ccccc21	1	-11	5	-0.2	-4	1	0.5	0	1	-2	163
Cc1cc2c3c(c1C)C1(C(=O)N3C(C)(C)CC2C)C(C#N)=C(N)Oc2n[nH]c(C)c21 (configuration not stated)	3	8	-5	-1.1	0	-3	-0.7	-5	·	2	187
COc1ccc2[nH]c(CN3CCN(C(C)C)C(CCO)C3)c(C)c2c1 (configuration not stated)	0	-14	4	-1.2	3	-5	2.0	-4	-6	-1	-22
c1csc(-c2ccc(N3CCOCC3)nn2)c1	·	5	-5	5.8	1	2	-1.4	2	31	-3	0
C/C(=N\N1C(=O)c2ccccc2NC1c1ccccc1)c1ccccc1O (configuration not stated)	-6	-7	-2	1.4	2	6	-0.5	-1	-8	1	109
CCc1cc2c(=O)c(-c3ccon3)c(N)oc2cc1OC	0	2	4	2.9	-2	1	0.2	-2	8	·	-12
Cc1cccc(N2CCN(C(=O)c3ccc4c(c3)CCN4S(C)(=O)=O)CC2)c1C	21	-18	6	0.6	1	-9	-1.4	-16	-33	-1	·
COc1ccc(N(CC(=O)NCc2ccccc2)S(=O)(=O)c2c(C)noc2C)cc1	0	10	2	0.3	-4	-6	0.2	2	8	-2	-1
Oc1ccccc1C1CC(c2cccs2)=NC(c2cccc(Br)c2)N1 (configuration not stated)	8	10	0	0.5	-4	1	-0.2	-4	·	5	593
Cc1ccsc1C(=O)N(Cc1nnc(-c2ccccc2Cl)o1)C1CC1	8	-15	-4	-0.7	-8	-6	-2.4	-7	6	-2	-12
Cc1cc(NC(=O)COC(=O)c2n[nH]c3ccccc23)no1	12	4	4	-1.3	-2	7	-0.1	-7	·	1	-20
Cc1cc(C)c(S(=O)(=O)N2CCCC(C(=O)NCc3cccnc3)C2)c(C)c1 (configuration not stated)	-3	-1	-4	-1.5	-3	0	-1.4	1	-16	3	187
O=c1c(-c2ccc(Cl)cc2)[n+]([O-])c2ccccc2n1OCc1ccccn1	-38	2	-1	1.5	-4	-5	1.7	3	2	0	27
Cc1ccnc2nc(C(=O)OCCOc3ccc(Cl)cc3)nn12	-5	-4	-2	2.6	1	1	-0.2	-5	-24	-3	-3
